Giardia FBPA inh: inhibitors of Giardia lamblia fructose-1,6-bisphosphate aldolase. purified Giardia FBPA. 290,000 tested, 0.71% active. Potency, µM (titrated, usually from 59.6 µM), without a hit: top-dose activity, negative = inhibition, most hits filed as inhibitors. A8B2U2; further: potency means the concentration at half of the fitted maximal effect; on the % scale 0 is the no-effect control and ±100 the full control effect; nearly all actives have a fitted effect of over 55% in size
Target sequence (A8B2U2 whole entry, looked up): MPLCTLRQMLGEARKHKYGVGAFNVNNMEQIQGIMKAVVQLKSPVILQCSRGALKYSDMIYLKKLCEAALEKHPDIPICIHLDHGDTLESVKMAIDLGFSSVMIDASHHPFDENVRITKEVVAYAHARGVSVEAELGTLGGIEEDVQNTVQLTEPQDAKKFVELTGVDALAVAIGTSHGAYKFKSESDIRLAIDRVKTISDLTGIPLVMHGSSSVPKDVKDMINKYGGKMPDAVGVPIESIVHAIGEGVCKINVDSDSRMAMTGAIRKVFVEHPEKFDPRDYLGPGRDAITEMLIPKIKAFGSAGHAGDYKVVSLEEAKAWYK
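Giardia FBPA (40 nM reagent) was preincubated 10 min at RT with compound (up to 57.5 uM final), then substrate plus GAPDH/TPI/NAD/arsenate coupling system with diaphorase/resazurin was added; resorufin fluorescence (525/598 nm) was read after 20 min.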
Shiga toxin inh: blocks Shiga toxin action in Vero cells; inhibition, % at 38.7 µM; AID 2315; 290,000 tested, 9.2% active; Vero cells, Shiga toxin protein synthesis inhibition reporter; in the data active means inhibition mostly above about 28%, no sharp cut-off; inactive means mostly below about 43%; further: 0% is about no effect
Pf growth 48h: P. falciparum growth inhibition at 48 hours (one generation); P. falciparum luciferase growth in erythrocytes, 48 h; Potency, µM (series often up to 28.7 µM), for the others: top-dose activity change, negative = inhibition, most hits filed as inhibitors; 310,000 tested, 5.9% active; further: potency means the concentration at half of the fitted maximal effect; on the % scale 0 is the no-effect control and ±100 the full control effect
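Parasite viability was followed by luminescence of a genomically integrated firefly luciferase. Cultures held 0.1% parasitemia at 2% hematocrit (final), incubated under 5% CO2 at 37 C.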
HCV inhibitor: HCV inhibition; 340,000 tested, 3.4% active; Potency, µM (titrated, usually from 41.8 µM), inactives show top-dose activity change, negative = inhibition, hits mostly inhibitors; Huh7.5.1 HCVcc-Cre infection, luciferase reporter, 44 h; further: potency means the concentration at half of the fitted maximal effect; on the % scale 0 is the no-effect control and ±100 the full control effect
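Infectious HCVcc-Cre (~0.5 moi) was added to cells just after compound, with cells seeded 4 h earlier at 1,000 per well. Luciferase activity after 44 h culture reported infection; substrate was incubated 15 min at room temperature before reading.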
Cycloheximide cs: counter-screen for Shiga toxin inhibitors: cycloheximide protein synthesis inhibition. max response, %. 300,000 tested, 12% active. AID 2314. cell reporter, cycloheximide protein synthesis inhibition counterscreen; in the data active means max response mostly above about 13%, no sharp cut-off; inactive means mostly below about 14%; further: read at 38.3 µM for the half of the compounds with a filed dose; 0% is about no effect
Pf growth 96h: inhibits malaria parasite growth, 96 h | P. falciparum luciferase reporter growth, 96 h | Potency, µM (series often up to 28.7 µM), for the others: top-dose activity change, negative = inhibition, actives largely listed as inhibitors | 320,000 tested, 6.9% active | AID 504834; further: potency means the concentration at half of the fitted maximal effect; on the % scale 0 is the no-effect control and ±100 the full control effect
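Luminescence readout: decreased luciferase signal marks inhibited growth of reporter-expressing P. falciparum in infected red cells (2% hematocrit, 0.05% parasitemia final), exposed to compound two generations (96 h, 37 C, 5% CO2).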
Numbers without * were called inactive; ? = inconclusive; · = not tested or not shown; [ ] = remark or other dose. Unless noted, the call rests on the fitted dose curve; in most records, active means well fitted curve in the direction sought with a large enough effect; inconclusive means small, poorly fitted or top-dose-only effect, or another doubt; inactive means no such curve, though single readings can be large; an effect the other way counts as inactive or inconclusive.

SMILES | Giardia FBPA inh | Shiga toxin inh | Pf growth 48h | HCV inhibitor | Cycloheximide cs | Pf growth 96h
CC(=O)Nc1ccc(S(=O)(=O)Nc2c(NC3CCCCC3)c3ccccc3oc2=O)cc1 | -1% | -13 | -5% | -30% | 13 | ?
Cc1ccc(NC(=O)OCc2ccccc2S(C)=O)cc1 (stereo not drawn) | 3% | 38 | 15% | -2% | 30* | ?
CCN(CC)Cc1c[nH]c2c(C(=O)OC)cccc12 | -4% | 20 | 0% | -13% | 20 | 2.6µM*
Cc1ccc(S(=O)(=O)N2C(=S)SCC2(C)C)cc1 | -4% | 19 | -25% | · | -5 | ?
O=C(CNC(=O)c1ccc(Br)cc1)N/N=C/c1ccc[nH]1 | -14% | 6 | 30%[activator] | 2.5µM* | -2 | 9%
COc1cc(/C=C/C(=O)OCC(=O)Nc2ccc(NC(C)=O)cc2)cc(S(=O)(=O)N2CCc3ccccc32)c1OC | -11% | 20 | ? | -15% | 9 | ?
COc1ccc(S(=O)(=O)NNC(=O)C2COc3ccccc3O2)cc1[N+](=O)[O-] (stereo not drawn) | · | · | -3% | ? | · | -16%
CC(C)N(Cc1nnc(-c2ccccc2Br)o1)C(=O)c1cc(Cl)nc2ccccc12 | · | · | 9.3µM* | ? | · | 15µM*
O=C(COc1ccc(Cl)cc1)c1ccc(O)cc1O | -1% | 69* | 20% | 16% | 25* | 110%[activator]
CCC(Sc1nc(C)cc(C)n1)C(=O)Nc1ccc(S(N)(=O)=O)cc1 (stereo not drawn) | 1% | -13 | 88%[activator] | -17% | -1 | -16%
COc1ccc(NC(=O)Nc2nnc(Cc3ccc(OC)c(OC)c3)s2)cc1 | 2% | -4 | -29% | 3% | -1 | 12µM*
Cc1ccc(-n2nnnc2SCC(=O)N2Cc3ccccc3CC2C(=O)O)cc1 (stereo not drawn) | 6% | 6 | 16% | 23% | 1 | 13%
COCCCNC(=O)CCc1ccc(S(=O)(=O)Nc2ccc(C)cc2)cc1 | 8% | -23 | · | 24% | -3 | -1%
COc1cc(C2C(C#N)=C(N)Oc3n[nH]c(-c4cccnc4)c32)ccc1OCC(N)=O (stereo not drawn) | 4% | -8 | 14% | 4% | -1 | -3%
O=S(=O)(Nc1ncccn1)c1ccc(Nc2ncnc3ccccc23)cc1 | -1% | -3 | 5% | 11% | 1 | ·
COc1cc(Cl)ccc1OCc1cc(C(=O)NC(C)Cc2cnccn2)no1 (stereo not drawn) | · | 70* | 26% | 22% | 42* | 0%
CC(Nc1ccccc1)c1ccncc1 (stereo not drawn) | 0% | 5 | -4% | 3% | -2 | -19%
CC(=O)COc1ccc2c(-c3ccccc3)cc(=O)oc2c1 | 1% | 13 | 35%[activator] | ? | 3 | 13%
CS(=O)(=O)N(CC(=O)N1CCN(Cc2ccccc2)CC1)c1cccc([N+](=O)[O-])c1 | 1% | -9 | ? | -1% | 1 | 2.9µM*
CS(C)(=O)=NS(=O)(=O)c1ccc(Cl)cc1 | 5% | -7 | 24% | 8% | -3 | 43%[activator]
CC1=NOC(=O)/C1=C/c1ccc2c(c1)OCO2 | -26% | -13 | ? | 19% | 1 | ?
Cc1ccccc1-n1c(O)cc(=O)[nH]c1=S | -5% | 20 | -1% | 21% | 1 | 10%
Cn1nccc1C(=O)Nc1ccccc1C(=O)O | 6% | -16 | 28% | -6% | -10 | ?
COCCNC(=O)CSC1=N/C(=C/c2ccc(Cl)c(Cl)c2)C(=O)N1c1ccccc1F | -7% | -1 | -25% | ? | -3 | ?
O=C(Cc1cccc(NC(=O)C2CCN(C(=O)CCc3ccccc3)CC2)c1)Nc1cccc(C(=O)N2CCCC2)c1 | · | · | 12µM* | 2% | · | ?
Clc1ccc(CNCC2CCCO2)cc1 (stereo not drawn) | -8% | -8 | 52%[activator] | -7% | -3 | 18%
CC(=O)Nc1ccc2cc3ccc(NC(C)=O)cc3nc2c1 | ? | 30 | ? | -4% | 21* | ?
Brc1ccccc1OCCCn1cnc2ccccc21 | -12% | 52 | · | ? | 35* | 84%[activator]
O=C1Nc2c(c(=O)[nH]c(=O)n2Cc2ccccc2)C1(NS(=O)(=O)c1ccccc1)C(F)(F)F (stereo not drawn) | 5% | -6 | 76%[activator] | -1% | -1 | 15µM*
O=P(c1ccc2c(c1)OCCO2)(N1CCOCC1)N1CCOCC1 | 5% | 2 | · | 12% | 6 | 29%
Nc1nnc(SCCN2C(=O)c3ccccc3S2(=O)=O)s1 | 3% | -8 | -5% | -8% | -2 | ?
CCc1c(O)nc(SCC(=O)Nc2cc(C)on2)n(-c2ccccc2)c1=O | · | -31 | 17% | 26% | -3 | -7%
Cc1cc(=O)n2[nH]c(C(=O)O)nc2n1 | -14% | -9 | 47%[activator] | 4% | -3 | 32%[activator]
COc1ccc(CNC(=O)CN(C)Cc2ccc(C(C)(C)C)cc2)cc1 | 22µM* | -6 | ? | -18% | -4 | -24%
COc1ccc(C2CC(=O)C3=C(C2)Nc2ccccc2N(C(=O)CCC(=O)O)C3c2ccc(F)cc2)cc1 (stereo not drawn) | 21% | 15 | -7% | -2% | -2 | 71%
Cc1cccc(OCc2nc3ccccc3n2C)c1 | -27% | 29* | 65%[activator] | -14% | 37* | 35%[activator]
O=c1oc2ccccc2c(NC2CCCCC2)c1NS(=O)(=O)c1ccc(Br)cc1 | · | -7 | 13% | -4% | -12 | 10µM*
Cn1cc([C@@H]2C[C@H]3CN(Cc4cccc(Cl)c4)C(=O)[C@]34CCCN24)c(-c2ccccc2)n1 | 7% | -13 | 40%[activator] | 10µM* | 1 | 2.9µM*
C=CCn1c(C)cc(C2=NNC(=Nc3ccc(C)cc3)SC2)c1C | -4% | -9 | ? | 1% | 10 | ?
O=[n+]1c2c(n([O-])c3ccccc31)CCC2 | -13% | 15 | 6% | 12% | -4 | ?
O=C(N=C1SCC(=O)N1c1ccccc1)c1ccco1 | 2% | 47 | · | 16% | 31* | 73%[activator]
CCN(CC)C(=O)C1CCCN(Cc2nc(-c3cccs3)no2)C1 (stereo not drawn) | -1% | -5 | 11% | -14% | -2 | 8%
CN1C(=O)CC(N2CCC(C(N)=O)(N3CCCCC3)CC2)C1=O (stereo not drawn) | -1% | -2 | 15% | 14% | -2 | 10%
COCCNC(=S)Nc1ccc(S(=O)(=O)Nc2ncccn2)cc1 | -16% | -10 | 4% | 27% | -4 | -2%
CCCCN(C(=O)c1ccco1)C1CCS(=O)(=O)C1 (stereo not drawn) | · | · | 0% | 0%[8.37 µM] | · | ?
COc1ccccc1N/C(N)=N/c1nc(CSc2nc3ccccc3s2)cc(=O)[nH]1 | -1% | 48* | 14% | 6% | 12 | ?
COc1cccc(C(=O)OCC(=O)c2c[nH]c3ccccc23)c1OC | · | · | 58%[activator] | -26% | · | 49%[activator]
CCOC(=O)C1=C(C)N=c2s/c(=C\c3ccc(OC(C)=O)c(OCC)c3)c(=O)n2C1/C=C/c1ccccc1 (stereo not drawn) | -1% | -6 | 10µM* | -24% | -2 | 20%
Cc1noc(C)c1S(=O)(=O)N1CCC(C(=O)NCCc2ccc(S(N)(=O)=O)cc2)CC1 | 1% | -13 | · | 14% | -3 | -2%
Cc1[nH]c2ccccc2c1N=Nc1cc(C(=O)O)cc(C(=O)O)c1 | -5% | 42 | 22% | 15% | 5 | 52%[activator]
Additional results follow:
SMILES | Giardia FBPA inh | Shiga toxin inh | Pf growth 48h | HCV inhibitor | Cycloheximide cs | Pf growth 96h
O=C(CSc1nccc(=O)[nH]1)NC1CCCc2ccccc21 (stereo not drawn) | 9% | -1 | -14% | 41%[activator] | -2 | 38%
Nc1nc(N2CCN(c3cccc(Cl)c3)CC2)n[nH]1 | -1% | 13 | · | 2% | 3 | 41%[activator]
COc1ccc(COC(=O)C2=C(C)NC(=O)NC2c2cccc(OC)c2OC)cc1 (stereo not drawn) | 4% | 4 | -27% | ? | 0 | ?
CN(C)c1cccc(C(=O)Nc2nnc(Cc3ccccc3)s2)c1 | -7% | 96* | -11% | ? | 26* | -18%
CN(C)S(=O)(=O)c1ccc(Cl)c(NC(=O)CN2CCCCCC2)c1 | 2% | -14 | ? | -17% | 2 | -1%
CC1(C)Cc2c(cnn2-c2ccc(F)cc2)C(NC(=O)CCCN2CCCCC2=O)C1 (stereo not drawn) | · | 27 | -25% | 0% | 1 | 13µM*
Cc1cc(C)n2nc(C(=O)OCCOc3ccc(F)cc3)nc2n1 | -2% | -11 | 49%[activator] | 14% | 2 | 2%
CC(=O)OC[C@H]1O[C@H](C/C=N/OC[C@@H](O)[C@H]2O[C@@H]3OC(C)(C)O[C@@H]3[C@H]2O)C=C[C@@H]1OC(C)=O | 5% | -10 | 16% | -15%[8.37 µM] | -3 | -7%
CC(C)Sc1nc(NCc2ccco2)c2c3c(sc2n1)COC(C)(C)C3 | -10% | 92* | ? | ? | 21* | ?
O=C(NCCCn1ccnc1)c1ccc(COc2ccccc2)o1 | · | · | -16% | 0% | · | -15%
Cc1cc(Br)c(NC(=O)CCNC(=O)OCc2ccccc2)cc1C | 11% | -5 | 0% | ? | 1 | -16%
Cc1ccc(NC2=NC(c3ccco3)n3c(nc(C)cc3=O)N2)c(C)c1 (stereo not drawn) | 6% | 6 | 18% | · | -3 | ·
COc1ccc(OCCCC(=O)Nc2cccc(S(=O)(=O)N3CCCCCC3)c2)cc1 | · | · | ? | ? | · | ?
FC(F)(F)c1ccc(CN2CCNCC2)cc1 | -2% | 2 | 3% | -4% | 3 | 10%
O=C(N/N=C/c1ccccc1[N+](=O)[O-])c1ccc2c(c1)OCCO2 | -8% | 61* | 115%[activator] | ? | 33* | 202%[activator]
CC12CCC(C(=O)N(NC(=O)c3cc(Cl)ccc3O)C1=O)C2(C)C (stereo not drawn) | 6% | 26 | 1% | 16% | -4 | 2%
COc1ccc(Nc2nnc(C)c(=O)[nH]2)c(OC)c1 | -5% | -9 | -7% | 3% | -1 | 27%
COC(=O)CC1=NC(=O)CS1 | 0% | -8 | 24% | 25% | -1 | -1%
C/C=C/c1ccc(OCCCCN2C(=O)NC(C)(C)C2=O)c(OC)c1 | 2% | 25 | 4% | ? | 14* | ?
NS(=O)(=O)c1ccc(CCNCC(=O)NC2CC2)cc1 | -29% | -4 | 33%[activator] | 14% | -2 | 29%
CCC1CCCCN1C(=O)CNCC1CCCO1 (stereo not drawn) | -29% | -20 | 1% | 6% | -3 | 40%
O=C(CCC(=O)c1ccccc1)NCCOc1ccccc1 | 1% | 20 | 4% | 20% | 0 | 6%
O=C(CSc1nnnn1-c1ccc(F)cc1)NC1CCCCC1 | 3% | -2 | 7% | 9% | -2 | ·
O=C(NCCS(=O)(=O)NCc1ccccc1Cl)c1ccccc1 | · | · | 47%[activator] | ? | · | 70%[activator]
CCCn1c(SCc2ccccc2)nc2c1c(=O)[nH]c(=O)n2C | -17% | -27 | -24% | 2% | 4 | ·

Screening data from PubChem.
